Source: PubChem (several laboratories)
HIV RNase H inh – inhibitors of HIV-1 reverse transcriptase RNase H | P04585 | RT-RNase H RNA/DNA duplex cleavage, fluorescence | inhibition, % at 10 µM | 65,000 tested, 1.9% active; in the data active = inhibition above about 50%
RmlCD inh mix – inhibitors of RmlC and RmlD coupled enzymes. 110,000 tested, 0.39% active. inhibition, % at 5.5 µM. RmlC/RmlD coupled enzyme inhibition, 384-well mixture HTS; in the data active = inhibition above about 30%, passing the limit was not always enough; inconclusive = no clear call, values can overlap the other calls; also: strong numbers were not always called active
Starred values were filed as active, the others as inactive; ? = inconclusive; · = no result given. Not all compounds are listed. The share of hits here may be higher or lower than overall.

Below each compound: RmlCD inh mix, HIV RNase H inh
CCCc1cc(=O)oc2c(C)c(OS(C)(=O)=O)ccc12
  6, ·
Cc1cc(Cl)ccc1OCCCC(=O)N1CCN(C(=O)c2ccco2)CC1
  -12, -5
Cc1cc2oc(=O)cc(CN3CCC(C)CC3)c2cc1Cl
  -21, 2
COCCNC(=O)c1snc2ccc(Cl)cc12
  -1, -7
O=C(Cn1nnc(-c2ccccc2-n2cnnn2)n1)NCc1ccccc1
  -1, -7
COc1ccc(N2CCN(C(=O)Nc3cccc(C(F)(F)F)c3)CC2)cc1
  -12, ·
CCCn1cc(SCC(=O)Nc2ccc3c(c2)OCO3)c2ccccc21
  -14, ·
CCn1c(SCC(=O)Nc2nc(C)cs2)nnc1C(NC(=O)c1ccccc1Cl)C(C)C (centres undefined)
  4, 13
Cc1cccc(-n2nnnc2SCc2csc(-c3ccccc3)n2)c1
  -7, -68
O=C(CSc1nnc(-c2cnccn2)n1Cc1ccco1)c1ccc2ccccc2c1
  ·, 5

Record cards, from the list above:
`COc1ccc(N2CCN(C(=O)Nc3cccc(C(F)(F)F)c3)CC2)cc1` in the list: RmlCD inh mix: -12; HIV RNase H inh: ·
`Cc1cccc(-n2nnnc2SCc2csc(-c3ccccc3)n2)c1` in the list: RmlCD inh mix: -7; HIV RNase H inh: -68

The list goes on:
Below each compound: RmlCD inh mix, HIV RNase H inh
CC(=O)NC1(C(F)(F)F)C(=O)Nc2c1c(=O)[nH]c(=O)n2Cc1ccco1 (centres undefined)
  -15, -1
CCOc1ccccc1N1CCN(C(=O)c2ccccc2)CC1
  -46, -47
CC1(C(=O)N2CC3(CC(c4cccc([N+](=O)[O-])c4)=NO3)C[C@H]2C(=O)NCC(N)=O)CC1 (some centres undefined)
  1, ·
Cc1cc([N+](=O)[O-])c(N2CCC[C@@H]2C(=O)O)c([N+](=O)[O-])c1
  -6, ·
CCOC(=O)c1ccc(NC(=O)COc2ccc(S(=O)(=O)N3CCCC3)cc2)cc1
  8, ·
c1cncc(CNc2nc(N3CCOCC3)nc(N3CCOCC3)n2)c1
  ·, 20
CCOC(=O)C1/C(=N\O)CC(C)(O)C(C(=O)OCC)C1c1ccc(N(C)C)cc1 (centres undefined)
  10, 12
Cc1c(Cl)cccc1Nc1ccccc1C(=O)O
  -3, -22
CCOC(=O)CSc1nnc(CNc2ccccc2Cl)n1-c1ccccc1
  5, -2
COc1cccc(CNC(=O)c2ccc3nc[nH]c3c2)c1
  -10, 0

Continuation:
Below each compound: RmlCD inh mix, HIV RNase H inh
S=c1[nH]nc(-c2cc(-c3ccco3)[nH]n2)n1-c1cccc2ccccc12
  2, ·
OC(COc1ccc(Br)cc1)CN1CCOCC1 (centres undefined)
  5, 3
CSCC[C@@H](Nc1nc(-c2ccccc2)nc2c1oc1ccccc12)C(=O)O
  9, -5
Cc1ccc(NC(=O)CN2C(=O)S/C(=C\c3cccn3-c3cccc(C(=O)O)c3)C2=O)c(C)c1
  37, ·
C=CCn1c(=S)[nH]c2nc3c(cc2c1=O)COC(C)(C)C3
  -9, 14
O=c1[nH]cnc2c1C(c1ccccc1[N+](=O)[O-])c1c(nc[nH]c1=O)O2
  17, ·
CCOC(=O)C1=C(C)NC(C)=C(C(=O)OCC)C1C(=O)OCC(=O)N1c2ccccc2CC1C (centres undefined)
  -3, ·
COCCOC(=O)c1c(C)oc2ccc(OC(=O)N(C)C)cc12
  -10, -10
O=C1CC(c2ccncc2)c2cc3c(cc2N1)OCO3 (centres undefined)
  -3, -8
Cn1nnnc1SCSc1nnnn1C
  0, -1

Next section
Below each compound: RmlCD inh mix, HIV RNase H inh
C[C@@H]1CC[C@@]2(O[C@H](CCO)C[C@@H](O)[C@@H]2O)O1
  9, ·
Cc1nc2nc(SCC(=O)NCc3ccco3)nn2c(C)c1Cc1ccccc1
  ·, -4
O=C(Nc1ccccc1F)c1ccc(COc2ccc(Cl)cc2Cl)o1
  -13, ·
c1ccc(C(c2c[nH]c3ccccc23)c2c[nH]c3ccccc23)nc1
  -4, ·
COc1cccc(NC(=O)C2C3C=CC4(O3)C2C(=O)N(C(C)C)C4C(=O)NC2CCCCC2C)c1 (centres undefined)
  3, 1
CN(CCOCCOc1ccc2ccccc2c1)Cc1ccccc1
  7, ·
Brc1ccc(-n2cccc2/C=N/n2cnnc2)cc1
  -13, ·
COc1cc(C)c(Cl)cc1S(=O)(=O)NCCN1CCOCC1
  -10, ·
Cc1[nH]nc(N2CCCCC2)c1[N+](=O)[O-]
  1, ·
CC(=O)NC(C1C(=O)CC(C)(C)CC1=O)(C(F)(F)F)C(F)(F)F
  -9, -3

Further results:
Below each compound: RmlCD inh mix, HIV RNase H inh
CCCn1nc(NC(=O)c2cccs2)c2cc3cc(OC)ccc3nc21
  0, 8
O=C(Nc1cccc2ncccc12)c1cccnc1
  3, -6
O=S1(=O)CC(O)C(Nc2ccc(Cl)cc2)C1 (centres undefined)
  5, ·
O=S(=O)(Nc1ccc(Cl)c(C(F)(F)F)c1)c1cnc[nH]1
  4, -9
Cc1cc(Cl)c(OCCCn2cncn2)c(Br)c1
  -4, -73
O=C1c2ccccc2-c2c1cccc2C(=O)N1CCN(C(=O)c2ccco2)CC1
  -8, 48
CCOC(=O)CN1C(=O)N[C@@H](c2ccco2)C(C(C)=O)=C1C
  2, ·
O=C(CCc1nc2ccccc2[nH]1)NC1CCCCC1
  8, -7
C/C=C\C(=O)Nc1cccc(C2=NOC3(C2)C[C@@H](C(N)=O)N(C(=O)C2(C)CC2)C3)c1 (some centres undefined)
  4, ·
C=CCOC(=O)C1=C[C@H](c2cn(C(C)=O)c3ccccc23)C[C@H](OCc2ccc(CO)cc2)O1
  -9, ·

The results go on:
Below each compound: RmlCD inh mix, HIV RNase H inh
CN1CCN(S(=O)(=O)c2ccc(NC(=S)NC(=O)c3ccccc3)cc2)CC1
  6, ·
Cc1csc2ncc(C(=O)NCc3ccccn3)c(=O)n12
  3, -9
c1ccc(CN2CCN(CCCNc3ccc4nnc(-c5ccccc5)n4n3)CC2)cc1
  3, -18
CC(C)(C)NS(=O)(=O)c1ccc(NC(=O)c2cc(-c3ccccc3)nc3ccccc23)cc1
  -77, ·
Cc1ccc(Cn2c(SCC(C)C)nc3c2c(=O)[nH]c(=O)n3C)cc1
  -5, 87*
CC(C)=CCCC(C)N(C=O)C(C)CCC=C(C)C (centres undefined)
  -4, -28
CN(C)C(=O)CSCc1c(Cl)cccc1Cl
  6, ·
Cc1ccccc1-c1nnc(SCC(=O)NCc2ccc3c(c2)OCO3)n1C
  -35, ·
C=CCSc1nnc(-c2sc(-c3ccccc3)nc2C)n1C
  24, ·
Clc1ccc(-c2noc(CN3CCCC3)n2)cc1
  -14, -14

The results go on:
Below each compound: RmlCD inh mix, HIV RNase H inh
N#Cc1cccc(NC(=O)N2CCC(c3nc4c(nnn4Cc4cccc(Cl)c4)c(=O)[nH]3)CC2)c1
  2, 7
O=C1C(=C(O)c2ccccc2)C(=O)c2ccccc21
  -9, 3
O=C(c1ccc(Cl)cc1)c1ccc(OCC(O)CN2CCOCC2)cc1 (centres undefined)
  9, -1
COC(=O)c1cccnc1-n1c(=O)c2cccnc2n(Cc2ccc(Cl)cc2)c1=O
  8, -18
CCn1c(CSc2nc3ccccc3s2)nnc1SCC(N)=O
  5, ·
O=C(Cc1cccs1)Nc1ccc(S(=O)(=O)N2CCCCC2)cc1
  -12, 14
Cc1ccc(CNC(=O)C2CC(c3ccccc3C(F)(F)F)=NO2)cc1 (centres undefined)
  19, ·
COc1ccc(C2CC(c3ccc(Cl)cc3Cl)Nc3nc(N)nn32)cc1 (centres undefined)
  -6, 2
O=C(COC(=O)c1ccc(S(=O)(=O)N2CCCC2)cc1)NCc1ccc(F)cc1
  -6, ·
CCSCC1COC(c2cccn2Cc2ccc(C)cc2)=N1 (centres undefined)
  0, -9

Following part.
Below each compound: RmlCD inh mix, HIV RNase H inh
O=C(O)C[C@@H](O)C(=O)O
  -15, ·
Cn1c(SCC(=O)N2CCCc3ccccc32)nnc1-c1c[nH]c2ccccc12
  ·, -7
CCN(CC)c1ccc(NC(=O)CCCCCN2C(=O)c3ccccc3C2=O)cc1
  12, -14
CCCCNCc1cc(Cl)c(OCCC)c(OCC)c1
  6, ·
CCOC(=O)c1c(-c2ccccc2Cl)cn2ccccc12
  -95, ·
CC(C)C(=O)NCCSc1c[nH]c2ccccc12
  3, ·
CCOC(=O)CC(=O)Nc1nc2ccccc2s1
  4, -5
CCCCC1C(=O)CC[C@H]2[C@@H]1CC(=O)[C@@H]2C/C=C\CCCC(=O)O (some centres undefined)
  -5, ·
O=C(CSc1nc2ncc(Br)cc2[nH]1)Nc1ccc2c(c1)OCO2
  12, -3
O=C(CCn1cccc1)Nc1ccc(F)cc1
  5, ·

Carrying on:
Below each compound: RmlCD inh mix, HIV RNase H inh
O=C(O)C1=C[C@@H](c2ccc(Br)cc2)C[C@@H](OCc2ccc(CO)cc2)O1
  -7, ·
CC(C)C(NC(=O)c1ccco1)C(=O)NCC(c1ccco1)N1CCCCC1 (centres undefined)
  5, 0
CCC(C)OC(=O)C1=C(C)NC(=O)CC1c1ccccc1OC (centres undefined)
  20, 8
O=C(N1CCOCC1)N1CCN(C(c2ccccc2)c2ccccc2)CC1
  5, ·
O=S(=O)(/N=C(/c1ccccc1Cl)N1CCOCC1)c1ccccc1
  -17, ·
CCCCNS(=O)(=O)c1ccc(NC(=O)c2c(-c3ccccc3Cl)noc2C)cc1
  -13, ·
COc1ccc(C2=Nc3ccccc3OC2)cc1
  -42, ·
COC(=O)c1[nH]c2cc(OC)ccc2c1NC(=O)CN1CCN(c2cccc(C)c2)C(C)C1 (centres undefined)
  ?, -3
N/C(COc1ccc(F)cc1)=N\NC(=O)c1cccnc1Oc1ccccc1
  -3, ·
O=C1CCC(C(=O)Nc2cccc3ccccc23)N1 (centres undefined)
  ·, -2

(cont.)
Below each compound: RmlCD inh mix, HIV RNase H inh
Cn1c(=O)[nH]c(=O)c2c1nc(Br)n2CCCCSc1nc2ccccc2o1
  11, 20
O=C(Nc1ccccc1C(=O)NCc1ccc(Cl)cc1)c1ccco1
  ·, 4
CNC(=O)c1ncnnc1N(C)C(=O)NCc1ccccc1
  -100, -3
O/N=C(\COc1ccccc1O)c1ccccc1
  -1, -7
C=CCn1c(O)c(N=NC(=O)CNC(=O)/C=C/c2ccco2)c2ccccc21
  1, ·
COc1ccc(-n2c(Cc3cc(=O)[nH]c(=O)[nH]3)nnc2SCC(=O)NC2CCCC2)cc1
  -11, -12
COc1ccc(-c2c([C@H]3[C@H]4C=CC[C@@H](C)[C@@H]4C(=O)N3Cc3ccccc3)ccc3ccccc23)cc1
  2, ·
CCCC(C)NC(=O)COC(=O)c1ccc(Cl)c(S(N)(=O)=O)c1 (centres undefined)
  41, ·
CCCCCCOC(=O)C1=C(C)NC(=O)NC1c1ccc(O)cc1 (centres undefined)
  -15, -1
O=C(OCC(=O)N1CCCCC1)c1cc2ccccc2cc1O
  9, -14

Additional structures.
Below each compound: RmlCD inh mix, HIV RNase H inh
Cc1ccc(Cn2c(=O)c3c(nc4n3CCN4Cc3ccco3)n(C)c2=O)cc1
  2, -15
O=C(NC1CCCC1)C1CCCN(S(=O)(=O)c2cccc3cccnc23)C1 (centres undefined)
  -9, -5
O=C(CSc1nc(-c2ccco2)cc(C(F)(F)F)n1)NC1CCCC1
  -2, -12
COc1ccc(S(=O)(=O)n2oc(=O)cc2-c2ccccc2)cc1OC
  3, ·
O=C(NCc1ccco1)c1cc2n(n1)C(C(F)(F)F)CC(c1ccc(F)cc1)N2 (centres undefined)
  30, -5
Cn1c(=O)n(C)c2cc(S(=O)(=O)NCCc3ccccc3)ccc21
  4, -9
CCOc1cc(CNc2ccccc2)cc(Br)c1OCc1ccc(F)cc1
  -9, ·
Cc1cc(C(=O)OCn2nnc3ccccc3c2=O)c(C)o1
  -2, -77
CCCCCn1nc(C)c(/C=N/NC(=O)c2ccoc2C)c1C
  16, ·
N#CC1(c2ccccc2)CCCN1C(=O)c1ccccc1Br (centres undefined)
  19, ·

Reformatted: entries from further up
SMILES,RmlCD inh mix,HIV RNase H inh
CCOc1cc(CNc2ccccc2)cc(Br)c1OCc1ccc(F)cc1,-9,·
O=C(NC1CCCC1)C1CCCN(S(=O)(=O)c2cccc3cccnc23)C1 (centres undefined),-9,-5
Cn1c(=O)n(C)c2cc(S(=O)(=O)NCCc3ccccc3)ccc21,4,-9

(more compounds)
Below each compound: RmlCD inh mix, HIV RNase H inh
S=c1[nH]nc(Cc2cccc3ccccc23)n1-c1ccccc1
  5, ·
Cc1ccc(C(=O)O)cc1S(=O)(=O)N1CCSCC1
  -18, -8
O=C(c1cccs1)N1CCN(c2ccc(F)cc2)CC1
  8, ·
CN(C1CCCCC1)S(=O)(=O)c1ccc(NC(=O)C2CCCCC2)cc1
  -28, ·
COc1cccc(C(=O)Nc2cnc(NC(=O)c3ccco3)cc2C)c1
  -11, -4
FC(F)(F)c1cc(C(F)(F)F)c2ccc(N/N=C/c3ccccc3)nc2n1
  -8, ·
Cc1sc2c(c1C)C(c1cccs1)=NCC(=O)N2CC(=O)NCc1cccs1
  -11, -15
N#Cc1c(-c2ccco2)cc(-c2ccc(F)cc2)nc1N
  -24, -4
O=C(/C=C/c1ccco1)Nc1ccc(Oc2ccc(Cl)cc2)cc1
  -5, ·
COc1ccc(-c2cc(C(F)F)n3ncc(C(=O)NCC4CCCO4)c3n2)cc1 (centres undefined)
  ·, -18

Next results follow:
Below each compound: RmlCD inh mix, HIV RNase H inh
CCOC(=O)CSc1nc2c(sc(=S)n2CCc2ccccc2)c(=O)n1Cc1ccco1
  -10, 60*
CCOC(=O)c1c(C)c(C(=O)NCc2ccc3c(c2)OCO3)c(C)n1C
  7, 0
O=S(=O)(NCc1ccccn1)c1ccc2c(c1)OCCO2
  3, -2
COc1ccc(OC)c(C2N(c3ccccn3)C(=O)C3CCCN32)c1 (centres undefined)
  -5, -18
CCC/C=C(\CCC)C(NS(=O)(=O)c1ccc(C(F)(F)F)cc1)c1ccccc1 (centres undefined)
  -11, ·

Sorted by molar mass (highest first): part of the list above
Below each compound: RmlCD inh mix, HIV RNase H inh
O=C(NC1CCCC1)C1CCCN(S(=O)(=O)c2cccc3cccnc23)C1 (centres undefined)
  -9, -5
COc1cccc(CNC(=O)c2ccc3nc[nH]c3c2)c1
  -10, 0
O=C1CCC(C(=O)Nc2cccc3ccccc23)N1 (centres undefined)
  ·, -2
